TLR9-MyD88 block = inhibitors of TLR9-MyD88 association in cells, primary screen, cell-based, CHO, BLA complementation, fluorescence; Toll-like receptor 9 (Homo sapiens) + Myeloid differentiation primary response protein …; CCF4 FRET ratio; inhibition, % at 4.98 µM; actives 0.21% (n = 340,000); AID 504734, 2011;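 active means inhibition above the mean over all tested compounds plus 3 SD, cut at about 21% in these data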;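 further: 0% = DMSO only wells and 100% = clavulanate BLA inhibitor control wells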
MC4R antagonist = MC4R antagonists of cAMP signaling, primary screen, cell-based, TR-FRET, antagonist arm of biased-ligand search. Melanocortin receptor 4 (Homo sapiens), P32245. actives 0.48% (n = 360,000). inhibition, % at 6.5 µM. MC4R-expressing cells, MTII-stimulated cAMP, LANCE TR-FRET;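 active means inhibition above its plate's cutoff, the mean of tested wells on that plate plus 3 SD, cut at about 29% in these data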;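 further: 0% = Melanotan II alone and 100% = Melanotan II plus saturating MCL0020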
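Assay system: human MC4R-expressing U2OS cells; reagent: Melanotan II stimulation of cells; dosing: 6.5 µM single dose; timing: compound 30 min, challenge 1 h, detection 1 h; signal: TR-FRET cAMP assay; replicates: one well per compound, no replicates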
SRC3 inh = SRC3 coactivator transcriptional activity inhibitors, primary screen, cell-based, luminescence | HEK293 GAL4-SRC3 luciferase reporter | inhibition, % at 3.6 µM | actives 0.17% (n = 360,000);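 active means inhibition above a per-campaign cutoff, the mean of all compounds plus 3 SD, cut at about 60% in these data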;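 further: 0% = DMSO-treated cells and 100% = gossypol-treated cells at 36 µM; higher means less SRC3-driven luciferase light from the GAL4 reporter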
LMP1 NFkB inh = EBV LMP1-driven NF-kappaB luciferase reporter inhibitors, primary screen, cell-based, luminescence, single point; LMP1-induced NF-kappaB luciferase reporter cells; inhibition, % at 12.5 µM; actives 0.69% (n = 350,000); in the data active means inhibition above about 41%;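 further: 0% = neutral control wells and 100% = reference inhibitor control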
NCOA1 inh = SRC1 coactivator transcriptional activity inhibitors, primary screen, cell-based, luminescence. Nuclear receptor coactivator 1 (Homo sapiens), Q15788. AID 588354, 2011. actives 0.12% (n = 360,000). inhibition, % at 3.6 µM. HEK293 GAL4-SRC1 luciferase reporter;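 active means inhibition above the campaign mean plus 3 SD, with each screening campaign given its own cutoff, cut at about 60% in these data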;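 further: 0% = DMSO treated cells and 100% = gossypol at 36 µM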
MC4R barr agon = MC4R agonists recruiting beta-arrestin, primary screen, cell-based, luminescence, agonist arm of biased-ligand search. Melanocortin receptor 4 (Homo sapiens), P32245. U2OS MC4R beta-arrestin complementation; percent of melanotan II response, DMSO zero. activation, % at 8.9 µM. actives 0.98% (n = 360,000);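 active means activation above a per-plate cutoff, the mean activation of sample wells on that plate plus 3 SD, cut at about 8% in these data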
COUP-TFII inh = NR2F2 transcriptional activity inhibitors, primary screen, cell-based, luciferase reporter, HEK293T, luminescence; COUP transcription factor 2 (Homo sapiens), P24468; HEK293T NGFI-A luciferase reporter; inhibition, % at 8.6 µM; actives 0.7% (n = 370,000);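 active means inhibition above a per-plate cutoff, mean inhibition of test wells between control levels plus 3 SD, cut at about 38% in these data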;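 further: cells cotransfected with COUP-TFII expression vector driving the NGFI-A reporter; 0% = median of COUP-TF2 test wells and 100% = reporter-only cells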
LRH-1 inv ag = LRH-1 (NR5A2) inverse agonists, primary screen, cell-based, luminescence, HEK293T, StAR-luciferase reporter; AID 602396, 2012; Nuclear receptor subfamily 5 group A member 2 (Homo sapiens), O00482; LRH-1 transfected, 24 h; inhibition, % at 3.6 µM; actives 0.13% (n = 360,000);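 active means inhibition above the mean inhibition of all tested compounds plus 3 SD, cut at about 73% in these data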;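 further: 0% = DMSO wells and 100% = reporter-only cells lacking LRH-1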
ABHD5 PLIN5 PPI = ABHD5-PLIN5 interaction inhibitors, primary screen, cell lysate, split luciferase complementation, luminescence; Split G. princeps luciferase complementation, 4 h; Perilipin-5 (Homo sapiens) + 1-acylglycerol-3-phosphate O-acyltransferase ABHD5 (Homo …; actives 0.78% (n = 360,000); inhibition, % at 4 µM;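 active means inhibition above the mean inhibition across every tested compound plus 3 SD, cut at about 22% in these data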;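 further: 0% = DMSO only wells and the 100% control is not disclosed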
NOD2 RIPK2 PPI = NOD2-RIPK2 binding disruptors in cells, primary screen, fluorescence, CHO cells, BLA complementation. Receptor-interacting serine/threonine-protein kinase 2 (Homo sapiens), O43353. CCF4 ratio. inhibition, % at 4.98 µM. actives 0.38% (n = 360,000). AID 624267, 2012; in the data active means inhibition above about 21%;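 further: 0% = vehicle only and 100% = reference blocker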
NCOA2 inhibitor = inhibition of GAL4-SRC2 driven luciferase reporter, primary screen, SRC2 inhibitor project, cell-based, luminescence; Nuclear receptor coactivator 2 (Homo sapiens), Q15596; HEK293 GAL4-SRC2 luciferase reporter; inhibition, % at 9 µM; actives 0.17% (n = 370,000);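 active means inhibition above the mean inhibition of all tested compounds plus 3 SD, set per campaign, cut at about 52% in these data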;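 further: 0% = DMSO treated cells and 100% = cells given Gossypol at 36 µM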
An asterisk follows results filed as active; · = no result given. Not all compounds are listed; the hit share may differ from the screen's.

SMILES	TLR9-MyD88 block	MC4R antagonist	SRC3 inh	LMP1 NFkB inh	NCOA1 inh	MC4R barr agon	COUP-TFII inh	LRH-1 inv ag	ABHD5 PLIN5 PPI	NOD2 RIPK2 PPI	NCOA2 inhibitor
CN(C)S(=O)(=O)c1ccc(NC(=O)CN2CCC(Cc3ccccc3)CC2)cc1	15	-2	7	2	-2	-5.1	13	3	-1	4	14
c1cncc(CNc2ncn[nH]2)c1	1	7	-12	-9	18	-1.6	5	15	-3	6	-18
Cc1cc(/C=C(\C#N)C(=O)O)c(C)n1CC(C)C	4	9	15	13	9	-1.3	-6	8	1	-5	19
O=C(Nc1ccc2c(c1)OCCO2)C1CCN(C(=O)c2ccccc2)CC1	-3	5	-21	-4	-29	-2.9	6	-16	0	4	-13
CCOC(=O)C1=C(COC(=O)c2ccc3ccccc3c2O)NC(=O)NC1C (stereo unspecified)	-2	-4	11	5	-17	1.7	-10	-1	-7	-1	10
CS(=O)(=O)NCCCCNc1ccc(C(F)(F)F)cc1[N+](=O)[O-]	10	-5	-14	8	-3	-2.9	3	0	-8	-3	-29
CCOc1ccc(-c2c(=O)n(OCc3ccccn3)c3ccccc3[n+]2[O-])cc1	5	-7	-17	-7	-24	-2.9	-23	-57	-1	1	-33
CC(C)COC(=O)N1CCN(S(=O)(=O)c2ccc3c(c2)CCC3)CC1	-13	1	1	4	-18	-2.4	-16	-8	0	1	-24
CC(C)Oc1ccc(N2CC(C(=O)Nc3ccccc3C(=O)NC3CC3)CC2=O)cc1 (stereo unspecified)	-3	8	-16	2	-14	-0.9	7	-3	0	-10	-30
Cc1cc(=O)[nH]c(N/N=C/c2ccccc2Cl)n1	-1	4	-20	-5	-16	-0.9	-4	-1	2	-1	-5
CCCc1nn(C(=O)c2ccccc2)c2c1C(=O)CC(C)(C)C2	3	-3	14	-1	-5	3.5	-10	13	7	-4	15
O=C(CSc1nc2ccccc2nc1N1CCOCC1)N1CCN(c2ccccc2)CC1	-2	-4	-2	11	6	1.1	8	1	1	-9	7
COC(=O)c1cc(=O)nc2sc(-c3cccs3)nn12	4	6	19	6	3	-1.3	-9	6	6	-3	-8
COc1ccc(-c2noc(CN(C)C(=O)c3ccoc3C)n2)cc1	-12	5	-8	7	-16	-1.3	-11	-19	4	-10	-22
CC(C)(C)C(=O)Nc1ccc(C(=O)NCc2cccnc2)cc1	-9	2	-12	1	-26	-1.3	-6	-34	1	-4	-9
O=C(Nc1ccc(N2CCCC2)c(Cl)c1)c1ccccc1F	-9	-7	-98	-38	-77	-1.5	-36	-119	6	-12	-68
CCc1ccc(-c2nc(CN3CCC(C(=O)N4CCN(c5ccccc5)CC4)CC3)c(C)o2)cc1	1	9	-1	-13	-7	9.5*	42*	6	7	11	3
Cc1cc(N(C)C)c(C#N)c(NCc2ccccc2)n1	-3	10	-5	-8	-26	0.8	-9	-5	-6	-1	-35
Cc1ccc(NC(=O)CCC(=O)NNC(=O)C(c2ccccc2)c2ccccc2)c(C)c1	-2	5	-3	0	11	0.4	7	-11	-1	7	0
Cc1csc(OCc2ccc(C#N)cc2)n1	-5	0	4	2	14	-0.9	-9	6	-6	2	-14
COc1ccc(Cl)cc1NC(=O)C(C)NC(c1ccccc1)c1ccccc1 (stereo unspecified)	15	21	5	-7	13	1.0	0	-5	-8	-1	6
COc1ccccc1-c1nnc(SCC(=O)Nc2ccccc2)o1	-1	-2	-4	-43	-22	-2.0	-8	-11	-4	-4	-11
COc1cc2c(c(OC)c1OC)C(c1ccc(C)cc1)CC(=O)O2 (stereo unspecified)	-4	6	-3	-6	-9	1.0	-17	9	-7	0	-13
COC(=O)COc1c(Cl)cc(Cl)c2ccc(C)nc12	-9	2	22	-5	1	-2.2	-19	-2	3	-6	-5
O=C(C[n+]1cc(-c2ccccc2)n2c1CCCCC2)c1ccc(Br)cc1	-7	2	3	-1	-9	-1.3	-10	4	5	3	9
O=C1CC(N2CCN(c3ccccc3)CC2)C(=O)N1Cc1ccc(Cl)cc1 (stereo unspecified)	8	12	-18	1	-15	0.4	11	-15	3	-6	13
CC(C)(C)N1C(=O)c2ccc(C(=O)NCc3ccco3)cc2C1=O	8	9	-7	-14	-9	-0.7	6	-10	10	-5	-3
CCOC(=O)c1ccc(NC(=O)c2cc(F)c(F)cc2Cl)cc1	-6	4	0	-5	-40	1.7	-2	-13	-1	-7	7
COc1ccccc1NC(=O)CSc1nnc(-c2ccoc2C)o1	7	-4	-22	-17	-41	0.1	-15	-51	3	-6	-40
CCCOc1ccc(CN(C)c2ncnc(N)n2)cc1	2	2	-39	-1	-1	-1.9	13	-42	-1	-11	-17
CC(=O)c1ccc(NC(=O)C(C)OC(=O)C2CC(=O)N(c3ccc4c(c3)OCCO4)C2)cc1 (stereo unspecified)	7	1	-9	3	-2	-3.4	10	17	-3	14	2
Cc1ccc(S(=O)(=O)Nc2cc(C)c(O)c(S(=O)(=O)c3ccc(C)cc3)c2)cc1	5	8	5	-6	1	-1.2	-3	-14	-7	2	-6
O=C(NCc1ccc(OC(F)(F)F)cc1)C12CN(Cc3ccccc3)CC1C(c1cccc([N+](=O)[O-])c1)=NO2 (stereo unspecified)	-5	4	12	7	13	0.5	-1	26	-14	-1	-10
COc1cc(OC)cc(-c2cc3ccccc3c(=O)o2)c1	-7	12	-29	-31	-36	3.0	-32	-5	2	-1	-2
COc1ccc(OC)c(N/C(C)=C/C(=O)c2ccc(C)o2)c1	1	4	11	-11	-3	-1.8	10	9	-1	3	-15
CNS(=O)(=O)c1cccc(C(=O)OCCCOC(=O)c2cccc(S(=O)(=O)NC)c2)c1	-13	5	-3	5	5	-2.7	6	14	-3	-4	21
COc1cccc(NC(=O)COC(=O)CCn2c(C)csc2=O)c1	-1	-1	0	-5	4	0.9	2	4	5	-7	6
CCOC(=O)C1CCCN(C(=O)c2ccc3c(c2)CCO3)CC1 (stereo unspecified)	·	-3	-2	·	0	-0.8	9	-32	-4	-8	3
CN1CCN(S(=O)(=O)c2cccc(C(=O)NC3CCCc4ccccc43)c2)CC1 (stereo unspecified)	2	8	-1	9	-7	-0.9	10	-14	3	6	6
O=C1OC[C@@H]2CCCN2C(=O)[C@@H](CC(=O)N(CCO)Cc2ccccc2)C/C=C\C[C@H]1Cc1ccc(F)cc1	-2	-1	2	0	7	0.8	6	2	5	5	13
O=C(CNC(=O)c1ccc(Oc2ccccc2)cc1)OC1CCCCC1=O (stereo unspecified)	8	34*	3	2	0	-1.9	3	-6	1	1	-12
C[N+](C)(C)CCC(=O)N1C/C(=C/c2ccccc2)C(=O)/C(=C\c2ccccc2)C1	3	5	16	-42	-15	-0.2	72*	-8	92*	-8	6
Cc1cccc(OCc2nnc(SCC(=O)N3CCCCC3)o2)c1	-1	-2	21	-2	7	0.1	9	19	9	3	3
COc1ccc(O)c(CN2CCC(n3nccc3NC(=O)C3CCCC3)CC2)c1	-2	5	7	-3	-21	-0.3	2	-15	11	-8	-16
CCOC(=O)Cc1nnc2c(Nc3ccccc3F)nc3nonc3n12	1	4	-7	10	-6	-1.3	1	10	1	-4	20
COc1ccccc1CNC(=O)CSc1nnc2c(n1)[nH]c1ccc(F)cc12	-1	16	-23	-12	-2	-1.4	-4	-5	3	0	11
O=C(NNC(=O)c1cc(Cl)ccc1O)c1ccc(NS(=O)(=O)c2cccs2)cc1	-6	-2	4	3	-20	-2.9	-9	13	2	1	5
CCOCC(=O)Nc1ccccc1C(=O)N1CCOCC1	8	8	13	0	-4	-1.5	1	8	0	5	18
CC(=O)c1cc2c(cc1NC(=O)CSc1nc3ccc(C)cc3[nH]1)OCO2	-1	-17	8	10	-3	0.4	13	-6	2	-2	-24
CC1CCC(NC(=O)COC(=O)C2CC3CCCC(C2)C3=O)CC1 (stereo unspecified)	-5	4	4	-2	-32	-3.5	21	10	-10	-3	-4
Other results follow:
SMILES	TLR9-MyD88 block	MC4R antagonist	SRC3 inh	LMP1 NFkB inh	NCOA1 inh	MC4R barr agon	COUP-TFII inh	LRH-1 inv ag	ABHD5 PLIN5 PPI	NOD2 RIPK2 PPI	NCOA2 inhibitor
CC(=O)C[C@H]1c2cc(F)ccc2S(=O)(=O)N1c1ccc(N(C)C)cc1	0	2	-12	-8	3	-0.7	1	8	1	-5	-9
CCN1CCN(CNC(=O)c2cnccn2)CC1	-8	9	10	1	-16	0.2	7	7	8	-16	-4
Cc1nc(-c2ccc(Cl)cc2)sc1C1(C)CC(c2ccc([N+](=O)[O-])cc2)=NO1 (stereo unspecified)	-14	7	-18	29	-18	0.7	-23	-16	-14	-14	0
CC1CCN(S(=O)(=O)c2cc(F)ccc2CN2C(=O)c3cccnc3C2=O)CC1	-9	22	-5	3	2	-0.2	0	7	7	5	1
Cc1cc(C)cc(N(C(=O)CNC(=O)c2ccco2)C(C(=O)NC2CCCCC2)c2ccncc2)c1 (stereo unspecified)	3	-3	4	4	-7	0.0	0	6	4	-3	4
O=C(O)c1ccc(O)c2ncccc12	·	3	-39	·	-25	-2.1	-8	-24	-10	0	-15
CCOC(=O)c1ccc(N/C=C/C(=O)c2ccc(OC)c(OC)c2)cc1	5	13	-7	17	-3	6.6	-7	-13	-3	8	-24
CC1(C)Cc2ccccc2C2=NNC(=O)C2=N1	14	-13	8	7	2	-2.2	23	33	-18	0	27
COc1ccc(NC(=O)CNc2ccccc2N2CCCC2=O)cc1S(=O)(=O)N1CCOCC1	-11	1	-13	1	7	-1.9	0	-11	1	-4	-7
CCN(C(=O)CSc1ncccc1C(=O)OC(C)C)c1cccc(C)c1	-14	3	23	-1	3	-0.3	-26	13	1	4	7

Bioassay records as filed in PubChem.
